Compound activity as filed in PubChem.
Pol iota inh = inhibitors of human DNA polymerase iota; Q9UNA4; Pol iota fluorescent replication assay, 10 min; Potency, µM (series often up to 115 µM), for inactives: at the highest dose activity, negative = inhibition, most hits filed as inhibitors; actives 1% (n = 390,000); note: potency is the fitted concentration of half-maximal effect
Target sequence (Q9UNA4 whole entry, looked up): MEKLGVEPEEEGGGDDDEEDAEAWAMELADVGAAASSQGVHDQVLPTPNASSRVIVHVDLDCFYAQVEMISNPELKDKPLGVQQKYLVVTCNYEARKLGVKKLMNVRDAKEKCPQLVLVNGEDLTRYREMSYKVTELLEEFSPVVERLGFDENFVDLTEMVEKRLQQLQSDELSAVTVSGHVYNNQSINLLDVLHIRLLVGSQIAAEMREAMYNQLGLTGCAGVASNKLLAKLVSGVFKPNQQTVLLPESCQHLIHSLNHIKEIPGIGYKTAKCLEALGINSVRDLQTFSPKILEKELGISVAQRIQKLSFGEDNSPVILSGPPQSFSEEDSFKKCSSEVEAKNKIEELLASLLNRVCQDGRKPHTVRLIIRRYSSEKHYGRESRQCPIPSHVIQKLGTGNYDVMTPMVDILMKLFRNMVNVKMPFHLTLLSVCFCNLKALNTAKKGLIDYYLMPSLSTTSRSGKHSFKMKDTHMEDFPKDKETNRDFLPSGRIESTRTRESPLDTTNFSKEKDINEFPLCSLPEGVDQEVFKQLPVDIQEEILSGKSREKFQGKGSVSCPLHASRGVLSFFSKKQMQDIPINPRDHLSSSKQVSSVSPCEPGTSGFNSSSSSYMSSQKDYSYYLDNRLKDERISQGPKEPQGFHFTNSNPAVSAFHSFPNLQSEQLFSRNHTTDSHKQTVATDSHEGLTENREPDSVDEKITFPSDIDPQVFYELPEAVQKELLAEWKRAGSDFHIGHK
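Fluorescent replication assay read twice, at 0 min and 10 min after adding 50 nM (final) substrate. Enzyme (10 nM) and compounds were first incubated 15 min at room temperature; enzyme-free buffer wells were negative controls.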
Anesthetic bind = binds horse apoferritin like a general anesthetic; apoferritin/1-aminoanthracene competitive binding, fluorescence; Potency, µM (series often up to 77.5 µM), for inactives: top-dose activity change, negative = displacement, actives largely listed as inhibitors; actives 0.074% (n = 350,000); note: potency is the fitted concentration of half-maximal effect; % is set by controls: 0 for no effect and ±100 for the full control effect; nearly all actives have a fitted effect of over 20% in size
Target sequence (P02791 2-175 limits assumed): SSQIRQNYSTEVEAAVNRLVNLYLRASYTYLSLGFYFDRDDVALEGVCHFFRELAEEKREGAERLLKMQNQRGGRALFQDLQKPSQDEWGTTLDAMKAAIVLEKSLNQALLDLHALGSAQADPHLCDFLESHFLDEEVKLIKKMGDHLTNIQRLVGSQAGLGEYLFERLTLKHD
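Steps: apoferritin (10 uM) was premixed with half-saturated 1-AMA in PBS, compounds were pin-transferred, plates stood 10 min at room temperature, fluorescence was read at 380/535 nm, and curves were fitted with a Hill equation.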
POLK inh = DNA polymerase kappa (human) inhibition | purified Pol kappa, fluorescent DNA synthesis assay, 10 min | actives 0.53% (n = 400,000) | Potency, µM (series often up to 107 µM), for the others: at the top dose activity, negative = inhibition, hits mostly inhibitors | AID 588579 | Q9UBT6; note: potency is the fitted concentration of half-maximal effect; % is set by controls: 0 for no effect and ±100 for the full control effect
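Fluorescent qHTS in 1536-well format: enzyme (10 nM) and compound sat 15 min at room temperature before 50 nM substrate (final) was added. Signal taken at 0 and 10 min; no-enzyme buffer wells were negative controls.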
POLH inh = inhibitors of human DNA polymerase eta; AID 588591; actives 1.2% (n = 390,000); recombinant Pol eta, fluorescent DNA replication assay; Q9Y253; Potency, µM (highest dose often 114 µM), for the others: at the highest dose activity change, negative = inhibition, actives largely listed as inhibitors; note: potency is the fitted concentration of half-maximal effect; % is set by controls: 0 for no effect and ±100 for the full control effect
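Pol eta at 10 nM preincubated with compounds 15 min at room temperature; reaction started with fluorescent substrate (50 nM final) and read kinetically at 0 and 10 min.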
Pol beta inh = inhibitors of human DNA polymerase beta | P06746 | Pol beta primer extension/strand displacement, fluorescence kinetic | Potency, µM (top dose mostly 114 µM), for the others: at the highest dose activity change, negative = inhibition, actives largely listed as inhibitors | actives 1.3% (n = 340,000) | AID 485314; note: potency is the fitted concentration of half-maximal effect; % is set by controls: 0 for no effect and ±100 for the full control effect
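Homogeneous kinetic assay of primer extension and strand displacement by 10 nM Pol beta, preincubated 15 min at room temperature with compound before 50 nM substrate (final) was added. Read at 0 and 10 min; four-parameter Hill fit.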
APEX1 inh = inhibitors of human APE1 endonuclease; recombinant APE1, TAMRA/BHQ-2 abasic DNA cleavage fluorescence; P27695; Potency, µM (doses to about 65.8 µM), inactives show at the highest dose activity change, negative = inhibition, hits mostly inhibitors; AID 2517; actives 0.35% (n = 350,000);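 note: potency is the fitted concentration of half-maximal effect; plate controls were vehicle for no effect and reference inhibitor for full effect; nearly all actives have a fitted effect of over 55% in size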
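Enzyme (0.75 nM final) and test compound are incubated 15 min at room temperature before adding 50 nM quenched THF abasic-site duplex. Cleavage dequenches TAMRA, followed at 525/598 nm over three reads one minute apart.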
LDHA inh = inhibitors of human lactate dehydrogenase A; P00338; actives 0.15% (n = 480,000); activity change, % (values are at about 110 or 230 µM); purified LDHA, NADH/diaphorase-resazurin fluorescence; active compounds read low; in the data active = activity change below about -30%; inconclusive = mostly about -25% to -30%;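 note: plate controls were DMSO wells for no effect and wells without enzyme for full effect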
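LDH5 2 nM; NADH 0.06 mM, pyruvate 0.2 mM; 200 mM Tris pH 7.4, EDTA, Tween-20; 5 min RT. Detection: diaphorase 0.133 mg/mL + resazurin 37 µM, fluorescence ex540/em590 at 0 and 20 min; normalized to enzyme-free and DMSO wells.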
GRP78 ERSR act = induces the endoplasmic reticulum stress response in human glioma cells; U87-MG GRP78 promoter luciferase reporter, 16 h; Potency, µM, inactives show top-dose activation, most hits filed as activators; actives 0.02% (n = 420,000); AID 602332; note: potency is the fitted concentration of half-maximal effect; series mostly up to about 76 µM; % of control where 0% means no effect; nearly all actives have a fitted effect of over 35% in size
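ERSR induction read as luciferase luminescence (Bright-Glo, 10 min at room temperature) in stably transfected human U87-MG glioma cells exposed to compounds for 16 h, using GRP78 as sensor.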
BLM inh = blocks DNA unwinding by human BLM helicase; Potency, µM (highest dose often 56.1 µM), without a hit: top-dose activity change, negative = inhibition, hits mostly inhibitors; recombinant BLM DNA unwinding, fluorescence dequenching; actives 0.2% (n = 350,000);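 note: potency is the fitted concentration of half-maximal effect; plate controls were vehicle for no effect and no enzyme for full effect; nearly all actives have a fitted effect of over 35% in size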
Active calls of the source: *; ? = inconclusive; . = not tested or not shown; & = joins results of further samples; ! = not active in a repeat; [ ] = remark or other dose. Unless noted, calls come from the whole dose curve; as a rule, active = well fitted curve in the direction sought with a large enough effect; inconclusive = small, poorly fitted or top-dose-only effect, or another doubt; inactive = no such curve, though single readings can be large; an effect the other way counts as inactive or inconclusive. These rows are one share of the data; the hit share may differ from the screen's.

Molecule | Pol iota inh | Anesthetic bind | POLK inh | POLH inh | Pol beta inh | APEX1 inh | LDHA inh | GRP78 ERSR act | BLM inh
O=C1NC(=O)[C@]2(Cc3ccccc3N3CCN(c4ccccc4)CC32)C(=O)N1c1ccccc1 (stereo partly drawn) | ? | ? | ? | 45µM* | -5% | -3% | 2 | 4% | -14%
CC(C)(C)c1o[nH]c(=O)c1C[C@H](N)C(=O)O | . | . | -4%[19.4 µM] | . | . | -12% | . | -5% | -5%
CCOc1ccccc1N1C(=O)NC(=O)C(CCc2ccncc2)(CCc2ccncc2)C1=O | . | -5% | -17% | -5% | -28% | 2% | -3 | -4% | -3%
N#CSCC(=O)N1c2ccccc2CCc2ccccc21 | 7% | -5% | -19% | -2% | 11% | 10% | -3 | ? | 3%
CCC1(O)C(=O)OCc2c1cc1n(c2=O)Cc2cc3cc(O)ccc3nc2-1 (stereo not drawn) | 22µM* | . | ? | 18µM* | . | . | -14 | -4% | .
COC(=O)C(O)(c1ccc(N(C)S(=O)(=O)c2ccccc2)cc1)C(F)(F)F (stereo not drawn) | 12% | -20% | -19% | 5% | ? | 1% | 0 | 3% | -6%
COc1ccc(Cl)cc1NC(=O)c1sc2nc3c(cc2c1N)N1CCC3CC1 | 3% | 44%[activator] | 0%[60.1 µM] | 0% | 25% | . | -6 | 0% | 1%
COc1cccc(NC(=O)Cn2cc(C(=O)c3ccccc3)c3ccccc32)c1 | 10% | -8% | -4% | -3% | ? | . | -6 | 1% | -13%
COc1ccc(C(C)=O)cc1CC(C(=O)c1ccc(F)cc1)N(C)C (stereo not drawn) | 54%[activator] | -13% | -13% | -2% | 0% | 1% | -8 | -1% | 8%
CC(N)Cc1c[nH]c2ccc(Cl)cc12 (stereo not drawn) | 0% | . | 0% | -13% | . | . | 1 | 0% | .
COC(=O)c1c(C)n(Cc2ccc3c(c2)OCO3)c2ccc(O)cc12 | -5% | 0% | -16% | -23% | 2% | -9% | 2 | -1% | -8%
C=CC1CN2CCC1CC2C(O)c1ccnc2ccccc12 (stereo not drawn) | -7% | -10%&-5% | 16% | -13% | . | 4%&18% | -2 | -4%&-6%&-5% | -12%&-17%

Some of the entries above in a different format.
O=C1NC(=O)[C@]2(Cc3ccccc3N3CCN(c4ccccc4)CC32)C(=O)N1c1ccccc1 (stereo partly drawn)
- Pol iota inh = ?
- Anesthetic bind = ?
- POLK inh = ?
- POLH inh = 45µM*
- Pol beta inh = -5%
- APEX1 inh = -3%
- LDHA inh = 2
- GRP78 ERSR act = 4%
- BLM inh = -14%

CC(C)(C)c1o[nH]c(=O)c1C[C@H](N)C(=O)O
- Pol iota inh = .
- Anesthetic bind = .
- POLK inh = -4%[19.4 µM]
- POLH inh = .
- Pol beta inh = .
- APEX1 inh = -12%
- LDHA inh = .
- GRP78 ERSR act = -5%
- BLM inh = -5%

The list continues:
Molecule | Pol iota inh | Anesthetic bind | POLK inh | POLH inh | Pol beta inh | APEX1 inh | LDHA inh | GRP78 ERSR act | BLM inh
Cc1ccc(/C=C2\C(=O)NC(=O)N(CC3CCCO3)C2=O)s1 (stereo not drawn) | ? | -6% | -23% | -18% | ? | ? | -18 | 1% | -6%
CCOC(=O)[C@]12Cc3cc(N(C)C)ccc3[C@H]1N(Cc1ccccc1)C(=O)c1ccccc12 | 24%&14% | . | -5%&0% | -10% | . | . | 4 | 10%&-5% | .
O=C(O)Cn1cc(C=C2C(=O)NC(=O)NC2=O)c2ccccc21 | ? | -3% | -18% | 6% | -1% | 21% | 2 | -3% | 1%
C1CCC2CCCCC2C1 (stereo not drawn) | 17% | . | 20% | 1% | . | -5%&1% | -3 | -4% | .
C=C1C(O)[C@@H]2O[C@]3(CC[C@H](/C=C/C(C)[C@@H]4CC(C)=CC5(O[C@H](C[C@@](C)(O)C(=O)O)CCC5O)O4)O3)CC[C@H]2O[C@@H]1C(O)CC(C)[C@H]1OC2(CCCCO2)CCC1C (stereo partly drawn) | ? | . | -15% | -8% | . | -8% | -6 | -3% | .
Clc1ccc(N2CC2c2ccncc2)cc1 (stereo not drawn) | -23% | 5% | 3% | -11% | 28% | -7% | 0 | 4% | -2%
CNC(=O)O/N=C/C(C)(C)S(C)=O (stereo not drawn) | 0% | . | -13% | . | . | 12% | -7 | -4% | .
N#CC(c1ccccc1)N1CCOCC1 (stereo not drawn) | ? | -1% | 2% | -5% | 22% | -1% | -8 | -1% | -2%
CCCN(CCC)C1Cc2cc(OC)c(OC)cc2C1 | -5%[58.9 µM] | . | -16%[60.1 µM] | -6%[57.1 µM] | 17%[57.1 µM] | ? | -14 | -1%&-1%&-4%&-3% | -3%
O=[N+]([O-])c1ccc2c(c1)C(c1ccccc1)=NCCN2 | -8% | -16% | -9% | -14% | -4% | 4% | -4 | -6% | -3%
O=[N+]([O-])OC1CO[C@H]2C(O[N+](=O)[O-])COC12 (stereo partly drawn) | . | -1% | -2%[60.1 µM] | . | . | . | . | -2% | -9%
CC(=O)N[C@@H]1CCSC1=O | . | 7%[29.3 µM] | -10%[12 µM] | . | . | . | . | -4% | 4%[21.4 µM]

Arranged by SMILES length (descending): some entries from above.
Molecule | Pol iota inh | Anesthetic bind | POLK inh | POLH inh | Pol beta inh | APEX1 inh | LDHA inh | GRP78 ERSR act | BLM inh
O=[N+]([O-])c1ccc2c(c1)C(c1ccccc1)=NCCN2 | -8% | -16% | -9% | -14% | -4% | 4% | -4 | -6% | -3%
CNC(=O)O/N=C/C(C)(C)S(C)=O (stereo not drawn) | 0% | . | -13% | . | . | 12% | -7 | -4% | .
C1CCC2CCCCC2C1 (stereo not drawn) | 17% | . | 20% | 1% | . | -5%&1% | -3 | -4% | .

Continued:
Molecule | Pol iota inh | Anesthetic bind | POLK inh | POLH inh | Pol beta inh | APEX1 inh | LDHA inh | GRP78 ERSR act | BLM inh
OCC(O)Cc1ccc2c(c1)OCO2 (stereo not drawn) | . | -5% | -6%[60.1 µM] | . | . | -7% | . | -3% | 3%
COc1ccc(CCNCc2cccc(C(F)(F)F)c2)cc1OC | 32%[activator] | -8% | -5% | -22% | -1% | 4% | -4 | 1% | 1%
COC(C)(C)CCCC(C)C/C=C/C(C)=C/C(=O)OC(C)C (stereo not drawn) | 31% | -16% | ? | -20% | . | -7%&1%&-9% | -3 | -3%&-2%&-3% | 1%&0%
CC1=CC(=O)c2c(O)cccc2C1=O | . | -8% | 10µM*! | . | . | ? | . | -12%&-13% | ?
CC1=CC(=C2C(=O)NC(=O)NC2=O)C=C(C(F)(F)F)N1Cc1ccccc1 | 22% | -23% | -2% | 6% | 1% | -1% | -9 | -4% | 2%
C[C@H](N)Cc1cnc[nH]1 | . | -2% | -3%&-11%[19.4 µM] | . | . | 1%&3% | . | -1%&-2% | 2%
OC(CNC1CCCCCCC1)c1ccccc1 (stereo not drawn) | . | -6% | . | . | -22% | 4% | . | . | -1%
COc1cc(/C=C2/C(=O)NC(=O)N(c3ccc(C)cc3)C2=O)cc(OC)c1OC | 69%[activator] | -14% | -14% | -14% | -23% | -1% | -5 | 13% | -1%
CCC1(CC)CCNC1=O | . | 4% | 10%[60.1 µM] | . | . | -4% | . | -8% | -1%
O=C1NC(=O)N(Cc2ccccc2Cl)C(=O)/C1=C/c1cccs1 | ? | -15% | -21% | ? | 7% | -4% | -2 | -13% | -4%
CCC(=NCCN1CCOCC1)c1c(O)n(C2CCCCC2)c(=O)[nH]c1=O | 36%[activator] | 2% | 10% | -11% | 0% | -5% | -3 | -6% | 2%
CC=C(C)C(=O)O[C@H]1C(C)=C2[C@@H]3OC(=O)[C@@](C)(O)[C@@]3(O)[C@@H](OC(=O)CCC)C[C@](C)(OC(C)=O)[C@@H]2[C@@H]1OC(=O)CCCCCCC | . | 58%[activator] | ? | . | . | -6% | . | -11% | .
NC1C2CN3CCN(C2)CC1(c1ccccc1)C3 (stereo not drawn) | -4% | -11% | 0% | -20% | 16% | 1% | -2 | -3% | 1%
O=C1NC(=O)N(c2ccccc2)C(=O)/C1=C\c1ccc([N+](=O)[O-])s1 | ? | -18% | 28µM* | 10µM* | ? | ? | 37 | -4% | -6%
COC[C@]12CN(C)C3C4[C@H](OC)[C@H]1C3([C@@H](OC)C[C@H]2O)[C@@H]1C[C@@]2(O)[C@H](OC(=O)c3ccccc3)[C@@H]1[C@]4(OC(C)=O)[C@@H](O)[C@@H]2OC | 30%[activator] | . | -11% | -19% | . | . | -3 | -2% | .
O=C(O)/C=C/c1ccc2c(c1)OCO2 | -23% | . | -8% | . | . | . | -4 | -1% | .
CCCN1CCC[C@@H](c2cccc(O)c2)C1 | -9% | . | -5%[60.1 µM] | 3% | . | -7% | -15 | -2%&-3% | .
CCOC(=O)c1c(-n2c(C)cc(C=C3C(=O)NC(=O)NC3=O)c2C)sc2c1CCCC2 | ? | -21% | -12% | ? | 16% | -1% | -3 | -3% | -11%
Cc1ccc(-n2c(O)c(/C=N/N3CCCCC3c3cccnc3)c(=O)[nH]c2=S)cc1 (stereo not drawn) | -6% | -3% | -4%[60.1 µM] | -9% | -15% | -6% | 1 | 2% | -5%
C[C@@H]1NCCc2cc(O)c(O)cc21 | ? | 4%[29.3 µM] | -12% | -16% | . | ? | 15 | 2%&0% | 1%[21.4 µM]
O=C(c1ccccc1)c1cn(CC(=O)N2CCCc3ccccc32)c2ccccc12 | 89%[activator] | -23% | -22% | 1% | 1% | 2% | -8 | -4% | -8%
CC1CCCN(C(=O)c2ccc(N3CC4CC(C3)c3cccc(=O)n3C4)c([N+](=O)[O-])c2)C1 (stereo not drawn) | 14% | 4% | -6% | -5% | -18% | 5% | -20 | -4% | 3%
C[C@]12CCC3[C@@H](CC[C@@H]4C[C@H](O)CC[C@]34C)[C@@H]1CCC2=O (stereo partly drawn) | 10% | . | 2% | -7% | . | 4% | -5 | 0% | .
Cc1ccc(-c2nc3ccc(C)cn3c2CC(=O)N(C)C)cc1 | -25% | -12% | -11% | -14% | . | 16% | -7 | -2%&-1% | -7%
